# Imprint erasure: inducers of genomic imprint erasure in mouse ES cells; Potency, µM (doses to about 60.7 µM), inactives show at the highest dose activity change, positive = activation, hits mostly activators; AID 1948; 110,000 tested, 0.02% active; mouse ES Peg3-LacZ reporter, beta-gal luminescence, 40 h;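 also: 0% = negative control wells on the plate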
#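 Imprint erasure is scored as LacZ activity from the silenced maternal Peg3 allele in feeder-free female ES cells cultured 40 h with LIF. Luminescence is normalized to in-plate negative controls and fitted to the Hill equation.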
# p53ts 32C kill: kills p53ts cells at the permissive temperature; H1299-p53A138V at 32C, ATP luminescence viability, 24 h; Potency, µM (top dose mostly 46.1 µM), for inactives: at the highest dose activity change, negative = cytotoxicity, actives largely listed as cytotoxic; 130,000 tested, 0.93% active;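 also: 0% = DMSO and -100% = full killing by reference compound; nearly all actives have a fitted effect of over 55% in size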
#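 Cells: H1299 p53ts (A138V), 600/well, pre-incubated 16–30 h at 37C. Cpd up to 46 uM, 24 h, 32C. Readout: ATPlite luminescence, 20 min RT. Normalization: DMSO vs tamoxifen 100 uM. AC50 by Hill equation.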
# p53ts 39C kill: kills p53ts cells at the nonpermissive temperature. H1299-p53A138V viability at 39C, ATP luminescence, 24 h. Potency, µM (doses to about 46.1 µM), without a hit: at the highest dose activity change, negative = cell killing, actives largely listed as cytotoxic. 130,000 tested, 1.5% active. AID 902; also: nearly all actives have a fitted effect of over 55% in size
# IkB sig inh: IkB pathway inhibition in ABC-DLBCL cells; 110,000 tested, 0.04% active; Potency, µM (series often up to 57.1 µM), inactives show at the highest dose IkBa stabilization activation; AID 445; ABC-DLBCL IkBa-CBG/CBR dual luciferase ratio, 4 h; response scale: scaled: untreated 0%, proteasome inhibitor 100%; active = well fitted curve in the direction sought with a large enough effect in the signal ratio, not every such curve was filed as active; inconclusive = small, poorly fitted or top-dose-only effect, or a change in a side signal; the % refers to the signal ratio;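 also: the direction sought is a rising ratio; 0% = basal untreated cells and 100% = reference inhibitor full response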
#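 Luminescence ratio of IκBα-fused green versus native red beetle luciferase in OCI-Ly3 cells, 4 h post-doxycycline with compound; red signal alone, scaled from basal (0%) to zero light (-100%), flagged nonspecific or cytotoxic effects.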
# The depositor's hits bear a star; u = inconclusive; x = not tested or not shown; & = joins results of further samples; [ ] = another dose, or the depositor's remark. Unless noted, calls follow the shape of the dose curve; as a rule, active = well fitted curve in the direction sought with a large enough effect; inconclusive = small, poorly fitted or top-dose-only effect, or another doubt; inactive = no such curve, though single readings can be large; an effect the other way counts as inactive or inconclusive. Unless noted, % is scaled to controls: 0 for no effect and ±100 for the full control effect; potency is read from the fitted curve at half-maximal effect. Rows are unselected; 1.7% or so of the library scored in one or more.
smiles	Imprint erasure	p53ts 32C kill	IkB sig inh	p53ts 39C kill
COc1ccc(C)cc1Nc1cc(C)nc2ncnn12	-3.9%	7.3%	3.9%	3.8%
COc1ccccc1NC(=O)c1ccc(COc2ccc(C)c(C)c2)o1	-5.8%[10.9 µM]	-6.3%	u	-5.4%
CCOc1ccc(-c2c(C)nn3c(C)c(C(=O)NC(C)c4ccccc4)cnc23)cc1OCC (configuration not stated)	-18.3%[10.9 µM]	-2.5%	u	2.6%
CC1CCCC(C)N1CCNC(=O)CCn1nc(-c2ccccc2)ccc1=O (configuration not stated)	-12.8%	12.5%	-1.4%	0.2%
Cc1cc(-n2c(C)nc3ccccc3c2=O)ccc1NC(=O)c1ccccc1[N+](=O)[O-]	-13.1%[10.9 µM]	-14.9%	-3.4%	7.0%
Cc1ccc(Cn2c(CN3CC(C)OC(C)C3)nc3c2c(=O)[nH]c(=O)n3C)cc1 (configuration not stated)	2.5%	-6.2%	-1.8%	-9.4%
Cc1ccc(CN2CCC(CNC(=O)Nc3ccccc3F)CC2)cc1	-5.1%[10.9 µM]	-2.2%	0.0%	6.1%
COC(=O)[C@H](C)NC(=O)C/C=C\[C@@H](C)[C@@H](CO)OC	x	3.8%[9.22 µM]	x	5.6%[9.22 µM]
C#CC(C)(CC)NC(=O)Cn1nnc(-c2ccc(OCc3ccccc3C)cc2)n1 (configuration not stated)	-10.3%[10.9 µM]	-7.0%	-0.5%	3.7%
O=c1c(-c2ccccc2)nc2cnc(N3CCNCC3)nc2n1Cc1cccs1	x	-20.0%	-1.2%[11.4 µM]	u
COC(=O)C/C=C\[C@H](C)[C@H](CO)NS(=O)(=O)c1ccc(C)cc1	x	3.1%[9.22 µM]	x	10.5%[9.22 µM]
COc1ccc(OC)c(NC(=O)Cn2cccc2)c1	-14.5%	8.4%	-0.4%	14.2%
CCCCN(C)C(=O)Cn1c(SCC(=O)Nc2ccc(C)c(C)c2)nc2ccccc21	-6.9%[10.9 µM]	-3.8%	u	-19.1%
COC(=O)Nc1nc2c(s1)CCCC2	x	2.7%	x	-7.0%
CNC(=O)[C@@]1(C)C=C[C@@H](Cc2ccccc2)N1C(C)=O	-5.1%	12.9%	x	1.5%
O=C(O)c1cc(S(=O)(=O)N2CCCCCC2)ccc1Cl	8.5%	3.6%	-0.8%	1.0%
CCCCn1c(SCC(=O)NCc2cccs2)nc2c1c(=O)n(C)c(=O)n2C	2.9%	-4.6%	0.4%	-3.0%
COc1cc(C2Nc3c(C)cc(C)cc3-c3cc(C)nn32)cc(OC)c1O (configuration not stated)	-5.3%[10.9 µM]	9.4%	u	-28.0%
CCOC(=O)c1ccc(Oc2nc(SC)nc(N(C)C)n2)cc1	-17.6%	16.2%	u	15.3%
O=C(CSc1nnc2[nH]c(=O)cc(-c3ccccc3)n12)Nc1ccccc1C(F)(F)F	-9.0%[10.9 µM]	u	1.5%	u
COc1cc(C(=S)N2CCCCC2)ccc1OCC(=O)N1CCCC1	-6.6%	19.5%	2.4%	10.0%
Cc1cnc(CNc2cc(-c3ccccc3C)ncn2)cn1	-7.6%	6.5%	-2.3%[11.4 µM]	-0.9%
COc1ccc2c(CNCCc3ccccc3C)c(C(=O)O)n(Cc3ccccc3C)c2c1	-8.5%[10.9 µM]	-7.4%	-1.1%	22.3%
COC(=O)c1ccc(Oc2c(C)oc3c(CN4CCN(C)CC4)c(O)ccc3c2=O)cc1	4.0%	2.1%	0.2%	9.5%
Fc1ccc(Nc2nc(-c3cccc(Cl)c3)c3c(n2)-c2ccccc2OC3)c(F)c1	-15.9%[10.9 µM]	-6.7%	-0.8%	10.3%
C=CCN1C(=O)C(C)(C)Nc2ccccc21	x	6.5%	3.2%	1.2%
COc1cccc2cc(NC(=O)C3CCCCC3)c(=O)oc12	3.5%	-2.5%	3.4%	-11.1%
COc1ccccc1N=c1oc2cc(O)ccc2cc1C(N)=O	1.6%	u	u	12.6µM*
O=C(Nc1ccc2snnc2c1)N1CCSCC1	-26.7%	-11.3%	2.0%	3.2%
COc1ccc2ncc3c(-c4ccc(C)c(C)c4)nn(CC(=O)Nc4ccccc4)c3c2c1	-12.4%[10.9 µM]	u	0.8%	u
Cc1ccc(NC2=C(NC(=O)c3ccccc3)C(=O)c3ccccc3C2=O)cc1Cl	x	u	x	u
O=C1CC2(CON=C2c2ccc(F)cc2)C(=O)N1c1ccc(F)cc1 (configuration not stated)	-48.0%[inhibitor]	-6.6%	3.0%	-2.3%
COc1ccc(-c2noc(CSc3nc4ccccc4c(=O)n3-c3ccccc3)n2)cc1	-0.8%	-10.1%	0.5%	9.6%
COc1ccc(-n2nc3cc(C)c(N)c(Br)c3n2)cc1	-28.4%	12.6µM*	u	12.6µM*
CN(C)CC/C=C1\c2ccccc2Sc2ccc(Cl)cc21	-0.7%[10.9 µM]	2.0%[9.22 µM]	1.0%[11.4 µM]	8.1%[9.22 µM]
CCCNC(=O)c1cc2n(n1)CCCN(Cc1ccc(C)cc1)C2=O	7.9%[10.9 µM]	3.5%	0.9%	-11.8%

# 3 structures already listed, ordered by SMILES length, ascending:
smiles	Imprint erasure	p53ts 32C kill	IkB sig inh	p53ts 39C kill
CCCNC(=O)c1cc2n(n1)CCCN(Cc1ccc(C)cc1)C2=O	7.9%[10.9 µM]	3.5%	0.9%	-11.8%
Cc1ccc(NC2=C(NC(=O)c3ccccc3)C(=O)c3ccccc3C2=O)cc1Cl	x	u	x	u
Fc1ccc(Nc2nc(-c3cccc(Cl)c3)c3c(n2)-c2ccccc2OC3)c(F)c1	-15.9%[10.9 µM]	-6.7%	-0.8%	10.3%

# (further entries)
smiles	Imprint erasure	p53ts 32C kill	IkB sig inh	p53ts 39C kill
COc1cccc(-c2nc(CS(=O)(=O)CC(=O)N3CCc4ccccc4C3)c(C)o2)c1	-18.4%	24.1%	u	-0.1%
Oc1cc2c(cc1O)CN(C(=S)NCCc1ccc(Cl)cc1)CCC2	-19.2%&-14.8%	-22.1%	u	-16.6%
CCOC(=O)CCC(=O)O[C@H]1C(O[C@@H]2C(C)[C@H](O[C@H]3C[C@@](C)(OC)C(O)C(C)O3)C(C)C(=O)OC(CC)[C@@](C)(O)C(O)[C@H](C)C(=O)C(C)C[C@]2(C)O)OC(C)CC1N(C)C (some centres not stated)	-6.7%	-3.9%	x	4.6%
COc1cc(CN2CCC(C(=O)NC3CCCC3)CC2)cc(OC)c1O	4.6%	4.5%	0.2%	9.7%
Cc1cc(C)c2c(=O)c3c(oc2c1)C(=O)N(Cc1ccco1)C3c1ccc(F)cc1 (configuration not stated)	-7.2%[10.9 µM]	1.3%	-0.2%	-9.7%
CCOC(=O)C1CCCN(c2nc(C)nc3c2oc2ccccc23)C1 (configuration not stated)	-2.1%	8.6%	-3.4%	24.7%
Cc1ccccc1-n1c(C)nc2ccccc21	-5.6%	14.6%	1.0%	5.0%
CCOC(=O)C1CCCN(C(=O)c2[nH]c3ccccc3c2Sc2ccc(Cl)cc2)C1 (configuration not stated)	-5.5%[10.9 µM]	-15.9%	-0.7%	-25.9%
Cn1c2c(c(=O)n(C)c1=O)C(NC(=O)c1ccco1)(C(F)(F)F)C(=O)N2 (configuration not stated)	12.7%	-3.6%	0.7%	0.4%
NC(=O)CC1(CC(=O)O)CCCCC1	2.0%	-2.9%	1.3%	3.0%
CC(=O)Nc1ccc(Oc2nc(C)cc(C)n2)cc1	-9.8%	2.5%	0.5%	-3.8%
Cc1ccc(-c2noc(-c3ccc(NC4CCCC4)c([N+](=O)[O-])c3)n2)cc1	-8.9%[10.9 µM]	-6.9%	3.4%	-12.8%

# Reprinted at random: 2 entries already listed.
smiles	Imprint erasure	p53ts 32C kill	IkB sig inh	p53ts 39C kill
Oc1cc2c(cc1O)CN(C(=S)NCCc1ccc(Cl)cc1)CCC2	-19.2%&-14.8%	-22.1%	u	-16.6%
CCOC(=O)C1CCCN(C(=O)c2[nH]c3ccccc3c2Sc2ccc(Cl)cc2)C1 (configuration not stated)	-5.5%[10.9 µM]	-15.9%	-0.7%	-25.9%

# (next part)
smiles	Imprint erasure	p53ts 32C kill	IkB sig inh	p53ts 39C kill
CC(C)Sc1nc2sc3c(c2c(=O)n1-c1ccccc1)CCCC3	-13.6%[10.9 µM]	3.4%	3.4%	-12.1%
N=C1C(c2nc3ccccc3[nH]2)=C(O)CN1c1ccccc1	-23.2%	-7.5%	3.0%	-13.5%
O=c1c2cc3c(=O)n(CC4CCCO4)c(=O)c3cc2c(=O)n1CC1CCCO1 (configuration not stated)	2.1%	-11.4%	0.6%	-16.0%
Cc1nnc2ccc(N3CCC4(CC3)OCCO4)nn12	7.4%	-12.3%	1.5%	-10.1%
N#CC1(c2ccccc2)CCCN1C(=O)c1ccco1 (configuration not stated)	-1.7%	-7.1%	3.6%	4.9%
CCc1ccc(NC(=O)CC2C(=O)N(c3cccc(C)c3)C(=O)N2Cc2cccs2)cc1 (configuration not stated)	-5.2%[10.9 µM]	-6.7%	-1.0%	-15.8%
O=C(c1cccs1)N(Cc1cccnc1)c1nc2c(Cl)cccc2s1	-11.5%[10.9 µM]	7.6%	u	-16.4%
Cc1nc2ccccn2c(=O)c1NC(=O)c1ccc(C(F)(F)F)cc1	2.3%[10.9 µM]	4.7%	-2.4%	-26.7%
O=C(CSc1nc2ccccc2c(=O)[nH]1)Nc1ccc(S(=O)(=O)N2CCCC2)cc1	-11.8%	-15.4%	5.7%	-13.7%
O=C(Cc1c(O)c2ccccc2[nH]c1=O)NCc1ccccc1F	14.5%	-5.2%	1.4%	13.2%
Cc1ccc2c(=O)cc(C(=O)NCc3ccccc3)oc2c1	-10.2%[10.9 µM]	-4.0%	-1.8%	-21.9%
COc1ccc(-n2cc(-c3ccc4c(c3)OCO4)n(CC(=O)Nc3cc(Cl)ccc3C)c2=O)cc1	-12.4%[10.9 µM]	10µM*	u	10µM*
Cn1c(N)c(C(=O)COC(=O)c2ccc3c(c2)OCCO3)c(=O)n(C)c1=O	3.4%	10.1%	0.3%	0.8%
Cc1ccc(C)c(CN2C(=O)c3ccccc3S(=O)(=O)c3ccc(C(=O)N4CCc5ccccc54)cc32)c1	-7.8%[10.9 µM]	13.9%	1.1%	-21.4%
COc1ccc(S(=O)(=O)Nc2ccc(S(=O)(=O)N3CCOCC3)cc2)cc1C	-6.2%	2.6%	-5.1%	9.1%
COc1ccc(C(=O)N=c2nc3ccccn3s2)cc1	-72.6%[inhibitor]	0.794µM*	u	0.316µM*
CCn1cc(C(=O)N2CCN(c3ccccc3)CC2)c(=O)c2cc(S(=O)(=O)N3CCOCC3)ccc21	2.6%[10.9 µM]	5.0%	0.3%	4.2%
CC12CC(NC(=O)N1c1cccc(C(=O)N3CCN(c4ccccn4)CC3)c1)c1ccccc1O2 (configuration not stated)	-12.2%	24.0%	1.7%	26.9%
O=C(NC1CCCCC1)c1ccc(CSc2nc3ccncc3n2Cc2ccccc2F)cc1	-14.2%[10.9 µM]	-16.9%	u	-13.7%
CCOc1ccccc1N(C(=O)c1snc(C(N)=O)c1N)C(C(=O)NCCC(C)C)c1ccco1 (configuration not stated)	-11.2%	15.3%	u	56.6%[activator]
O=C1OC(N2CCN(c3ccccn3)CC2)c2ccccc21 (configuration not stated)	-9.6%	-7.1%	3.0%	6.0%
COc1ccc(CCNC(=O)c2ccc(CNS(=O)(=O)c3ccccc3)cc2)cc1OC	13.8%[10.9 µM]	4.7%	-2.9%	23.4%
COc1cc(CCC(=O)Nc2cc(Cl)ccc2N2CCN(C)CC2)cc(OC)c1OC	-0.5%	-13.9%	1.9%	-11.5%
Clc1cccc(-n2ncc3c(NCCCN4CCOCC4)ncnc32)c1	-14.8%[10.9 µM]	u	u	u
Cn1c(=O)c2c(nc(CN3CCN(Cc4ccccc4)CC3)n2Cc2cccc(Cl)c2)n(C)c1=O	-12.2%	6.2%	3.5%	35.3%[activator]
CC(C(=O)NCC1(c2ccccc2)CCCC1)N1CCCC1 (configuration not stated)	-10.8%	6.3%	-2.0%	0.6%
Cc1cc(NC(=O)CSc2ncc(C(=O)Nc3ccc(Cl)cc3)c(=O)n2C)no1	-13.4%[10.9 µM]	7.7%	u	-2.8%

# Screens: PubChem BioAssay, National Center for Advancing Translational Sciences (NCATS)
